From PubChem
HEK293 NOD2/NF-kB: NOD2 signaling inhibitors, cell-based, luminescence, uHTS, HEK293 (AID 1566); HEK293 NOD2/NF-kB luciferase reporter, luminescence; higher % means a stronger effect; one-dose inhibition, % at 4 µM; EC50 in µM for titrated hits; actives 0.63% (n = 290,000); note: many of its hits are not listed in these tables
GPR55 LPI antagonism: GPR55 antagonists blocking LPI-driven arrestin recruitment, primary screen, imaging, U2OS, beta-arrestin-GFP, LPI agonist (AID 2013); G-protein coupled receptor 55 (Homo sapiens); U2OS GPR55 beta-arrestin-GFP translocation imaging, LPI antagonism; higher % means a stronger effect; inhibition, % at 10 µM, or IC50 in µM where a hit was titrated; actives 0.13% (n = 290,000);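 active = spots per cell inhibited over 60%, with over 100 cells counted and total cytoplasm intensity under 500,000; inconclusive = wells with under 100 cells, flagged as likely toxic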;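 note: U2OS cells stably carrying GPR55 and arrestin-GFP stimulated by 5 µM LPI near EC80; imaged beta-arrestin-GFP aggregate spots per cell after agonist stimulation; plate controls were LPI-stimulated DMSO wells for no effect and DMSO wells without LPI for full effect; some results filed as inactive read as strong as hits; confirmed hits need IC50 under 10 µM and bright autofluorescent wells are also inconclusive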
KOR beta-arrestin-1: KOR agonists, beta-arrestin recruitment, primary screen, cell-based, luminescence, uHTS (AID 1777); Kappa-type opioid receptor (Homo sapiens); KOR beta-arrestin recruitment, luminescence; higher % means a stronger effect; one-dose activation, % at 10 µM; EC50 in µM for titrated hits; actives 0.02% (n = 280,000); in the data active = activation above about 50%, passing the limit was not always enough; note: a part of the inactive calls stands beside numbers as strong as those of hits
HIV fusion peptide: inhibitors of HIV fusion peptide binding, primary screen, biochemical, uHTS, fluorescence dequenching (AID 1986) | inhibition, % at 20 µM, or IC50 in µM where a hit was titrated | cell-free peptide binding, fluorescence dequenching, 30 min; higher % means a stronger effect | actives 0.3% (n = 290,000); in the data active = inhibition mostly above about 52%, no sharp cut-off; inactive = mostly below about 76%; note: some results filed as inactive read as strong as hits
GPR55 activation: GPR55 agonists via beta-arrestin recruitment, primary screen, imaging, U2OS cells, beta-arrestin-GFP redistribution (AID 1961). activation, % at 10 µM; hits with a dose series show EC50 in µM. U2OS GPR55 beta-arrestin-GFP redistribution imaging; higher % means a stronger effect. actives 0.048% (n = 290,000);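 active = activation above 40% with more than 50 cells counted in the well; inconclusive = wells holding fewer than 50 cells, flagged as toxic or sparse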;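 note: U2OS osteosarcoma cells stably expressing GPR55 and beta-arrestin-GFP; plate controls were DMSO negative control for no effect and LPI positive control for full effect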
MgcRacGAP inhibition: MgcRacGAP GTPase-activating activity inhibitors, confirmation, biochemical, ADP Hunter fluorescence; inhibition, % at 30 µM; hits with a dose series show IC50 in µM; actives 0.6% (n = 340,000); MgcRacGAP-stimulated Rac1 GTP hydrolysis, ADP Hunter fluorescence; higher % means a stronger effect; GST-tagged Rac1 F28L mutant substrate; AID 624330, 2012;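 active = first-screen hits whose inhibition reached a set limit at any dose in the follow-up dose series; inconclusive = inhibition above the set first-screen limit but never retested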;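 note: fluorescence reports GDP produced by GAP-driven GTP hydrolysis; strong numbers were not always called active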
KOR beta-arrestin-2: KOR antagonists, beta-arrestin recruitment, cell-based, luminescence, uHTS (AID 1778); actives 0.091% (n = 290,000); inhibition, % at 10 µM; hits with a dose series show IC50 in µM; KOR beta-arrestin recruitment, luminescence, antagonist mode; higher % means a stronger effect; note: strong numbers were not always called active
NOD1 inhibition: NOD1 signaling inhibitors, primary screen, cell-based, luminescence, uHTS (AID 1578). NOD1-driven NF-kB luciferase reporter cells, luminescence; higher % means a stronger effect. actives 1% (n = 290,000). inhibition, % at 4 µM, or EC50 in µM where a hit was titrated; in the data active = inhibition mostly above about 36%, no sharp cut-off; inactive = mostly below about 34%;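 note: HEK-293T reporter cells stimulated with the NOD1 agonist gamma-tri-DAP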
SV40 large T antigen: SV40 large T antigen inhibitors, biochemical (AID 1903). SV40 large T antigen ATPase/helicase inhibition assay; higher % means a stronger effect. inhibition, % at 20 µM; hits with a dose series show IC50 in µM. actives 0.39% (n = 310,000); in the data active = a potency from the dose series; inconclusive = inhibition mostly from about 32% at the one dose, without a potency; inactive = the rest, 99 in 100 with inhibition below about 32%; note: strong numbers were not always called active
An asterisk follows results filed as active; u = inconclusive; x = not tested or not shown; [ ] = another dose, or the depositor's remark. Cut-off read from the data, not from the text of the source, unless noted: active = inhibition above about 50%; inactive = the rest.

smiles	HEK293 NOD2/NF-kB	GPR55 LPI antagonism	KOR beta-arrestin-1	HIV fusion peptide	GPR55 activation	MgcRacGAP inhibition	KOR beta-arrestin-2	NOD1 inhibition	SV40 large T antigen
Cc1ccc(C(=O)CSc2nc(-c3ccccc3)ccc2C#N)cc1	4.0%	-13.6%	6.7%	5.7%	0.1%	11.4%	14.8%	-15.7%	11.1%
O=C(N=C1SC2CS(=O)(=O)CC2N1c1ccc(OC(F)(F)F)cc1)C1CC1 (stereo not drawn)	-3.6%	9.9%	-3.6%	-0.2%	-0.2%	8.2%	17.0%	-27.3%	6.2%
COc1ccccc1NC(=O)c1ccc2c(c1)C(=O)N(Cc1ccco1)C2=O	11.6%	0.9%	-0.5%	-0.8%	0.2%	1.1%	-2.6%	-7.3%	10.6%
COc1ccc(OC)c(C(=O)c2coc3ccc(O)cc23)c1	-2.0%	3.4%	-5.0%	2.9%	0.2%	1.2%	-1.5%	-13.3%	11.1%
CS(=O)(=O)N1CCSC1c1ccc(Br)cc1 (stereo not drawn)	16.4%	1.8%	5.2%	1.7%	-0.3%	7.2%	17.4%	1.1%	11.6%
COCC(=O)NCc1ccc2c(c1)OCO2	-6.8%	2.9%	-9.5%	19.9%	0.1%	12.8%	-34.7%	-13.4%	0.8%
CC(C)CCNC(=O)c1ccc2c(c1)N(Cc1ccccc1)C(=O)CS2=O (stereo not drawn)	8.0%	3.4%	-5.2%	-1.5%	-0.2%	7.4%	38.8%	-7.1%	3.9%
Cc1cc(C(F)F)n2nc(C(=O)Nc3c(F)cc(F)cc3Br)nc2n1	1.0%	18.3%	0.4%	-0.6%	-0.1%	7.1%	-40.6%	-18.4%	12.2%
CCOC(=O)N1CCC(Nc2nc3ccccc3n3nnnc23)CC1	-0.1%	-7.9%	-1.4%	4.6%	-0.1%	-2.9%	19.9%	-25.6%	10.5%
O=C(CCN1C(=O)C2CCCCC2C1=O)Nc1cc(F)ccc1F (stereo not drawn)	-5.3%	11.4%	4.9%	1.7%	0.0%	1.8%	-10.8%	-45.3%	1.6%
Cc1ccc2c(c1)cc1c(=O)n(CC(=O)NCCCc3ccccc3)nc(C)n12	25.7%	-6.6%	7.3%	1.1%	-0.4%	8.8%	-53.5%	32.9%	-3.0%
Cc1ccc(C(C)NC(=O)c2ccco2)cc1 (stereo not drawn)	10.7%	12.5%	4.3%	1.0%	-0.4%	4.6%	-15.6%	-10.7%	4.2%
CC1CCCN(S(=O)(=O)c2ccc(NC(=O)c3cccc(-n4cnnn4)c3)cc2)C1 (stereo not drawn)	0.1%	-1.2%	-6.7%	-2.0%	0.0%	8.2%	-6.8%	-14.5%	3.6%
Cc1ccc2c3c(cccc13)-c1ccccc1C2=O	-1.0%	-8.6%	-1.9%	9.1%	0.1%	1.4%	7.5%	-32.2%	11.8%
CCn1c(SCC(=O)C(C)(C)C)nnc1-c1cnccn1	17.6%	7.8%	-7.5%	-0.9%	-0.2%	4.4%	2.2%	-23.0%	2.8%
CC(=O)Nc1ccc(S(=O)(=O)N2CCSC2c2ccco2)cc1 (stereo not drawn)	-2.2%	0.7%	2.6%	-1.4%	-0.3%	13.8%	-9.8%	-23.3%	15.6%
COc1ccc(Nc2cc(C(=O)NCCCN3CCOCC3)c3ccccc3n2)c(OC)c1	19.0%	2.4%	-5.8%	0.0%	-0.1%	10.5%	4.3%	-5.4%	4.1%
CC(=O)c1sc(NS(=O)(=O)c2ccc(C)cc2)nc1C	10.3%	-2.3%	-1.4%	4.1%	0.1%	0.0%	27.2%	-8.3%	2.2%
COc1ccc(C)cc1NC(=O)CNC(C)C(=O)Nc1ccc(C(C)=O)cc1 (stereo not drawn)	17.1%	-2.2%	1.8%	-1.9%	-0.1%	6.0%	-4.2%	-24.5%	7.2%
CCn1c(SCc2ccc(C(=O)OC)o2)nc2sc3c(c2c1=O)CCCC3	16.3%	0.9%	4.2%	7.3%	0.5%	17.5%	13.8%	10.6%	1.7%
O=C(Cc1ccccc1[N+](=O)[O-])NCCCN1CCOCC1	29.5%	8.2%	-4.6%	-1.7%	-0.1%	12.0%	6.6%[20 µM]	-15.4%	8.8%
O=C(O)c1nc(N2CCCCC2)ncc1Cl	0.4%	3.3%	-1.9%	2.1%	-0.4%	6.5%	-1.9%	9.7%	7.7%
Cc1ccc(C2C(C#N)=C(N)SC(N)=C2C#N)c(C)c1	10.7%	8.8%	6.4%	-3.6%	-0.3%	7.3%	-10.1%	11.4%	4.6%
O=C(CSc1ncn[nH]1)c1ccc2c(c1)OCCO2	-21.6%	1.5%	-0.8%	1.4%	-0.1%	-0.3%	3.5%	-13.6%	-1.4%
CC(=O)Oc1ccccc1C(=O)Nc1ccccc1C(=O)N1CCCC1	13.2%	9.2%	2.2%	2.7%	0.2%	6.3%	12.3%	-23.5%	6.7%
CCCCNC(=S)N(C)/N=C/c1ccccc1F	16.4%	-5.6%	1.0%	-0.2%	-0.2%	5.5%	37.7%	12.5%	4.0%
COC(=O)c1ccc(Cn2nc([N+](=O)[O-])c(Br)c2C)cc1	22.3%	8.1%	0.8%	1.4%	0.3%	9.8%	7.1%	-0.2%	11.2%
O=C(NCc1cccs1)c1ccc(Cl)s1	5.8%	0.9%	-4.4%	-0.8%	-0.2%	2.9%	33.4%	-12.2%	8.6%
CN1CCN(S(=O)(=O)c2cccc(C(=O)Oc3ccccc3Cl)c2)CC1	10.9%	12.7%	-2.2%	0.8%	-0.1%	8.0%	34.2%	-16.0%	28.9%
Cc1ncc(CO)c2cc(-c3nnc(Nc4ccc5c(c4)OCO5)s3)c(=O)oc12	-3.4%	10.4%	-2.2%	-5.1%	0.2%	-17.2%	26.4%	-11.5%	20.8%
Clc1ccc(C2[C@H]3CN(Cc4ccc(-c5ccccc5)cc4)[C@H](c4ccccc4)C34CC2(c2cccnc2)C4)cn1 (stereo partly drawn)	-16.6%	-4.1%	2.6%	0.5%	0.3%	x	26.4%	-0.3%	x
CN(C)c1nc(N)nc(Nc2ccccc2C#N)n1	9.9%	3.6%	-4.9%	0.9%	0.0%	10.6%	11.6%	-23.1%	25.0%
Cc1nc(C)c(-c2csc(Nc3ccc(C(=O)O)c(O)c3)n2)s1	-0.8%	-7.1%	-7.0%	43.5%	-0.2%	10.4%	-11.2%	-44.9%	17.8%
Cc1cc(-c2nc3ncccc3o2)ccc1N	12.9%	-6.8%	-5.3%	-3.2%	0.2%	9.7%	12.3%	-15.0%	-4.8%
Cc1nn(C)cc1C(=O)Nc1ccc2c(c1)OCCO2	-17.7%	-8.6%	4.6%	-0.5%	x	5.9%	-22.4%	-18.8%	4.3%
COc1ccc2nc(NC(=O)NC3CCCCC3)sc2c1	-77.1%	-1.8%	-0.6%	0.5%	-0.3%	6.9%	12.8%	-9.4%	7.4%
C/C(Cc1ccccc1)=N\NC(=O)CNC(=O)c1ccc2c(c1)OCCO2	11.6%	-3.7%	-2.4%	1.1%	-0.3%	-3.3%	-18.5%	-7.6%	13.5%
COc1cccc(-c2csc(NC3OC(=O)c4c3ccc(OC)c4OC)n2)c1 (stereo not drawn)	6.0%	-9.0%	0.5%	0.0%	-0.6%	x	-0.1%	-5.6%	19.5%
CCOC(=O)CCSc1cc(C)c2ccccc2n1	-16.2%	-11.6%	-2.0%	0.2%	0.1%	17.3%	-12.1%	-26.2%	9.2%
COc1cccc(-n2nnnc2SCC(=O)NCCc2ccccc2)c1	8.5%	7.6%	-1.5%	3.7%	-0.3%	9.0%	-1.9%	-19.2%	-2.8%
O=C(NCc1ccc(Cl)cc1)C1CC(O)CN1S(=O)(=O)c1ccc(Cl)cc1 (stereo not drawn)	6.8%	1.0%	6.2%	-1.5%	-0.1%	3.0%	11.5%	4.4%	7.1%
CCOC(=O)c1ccccc1NC(=O)CN(c1ccccc1)S(=O)(=O)N(C)C	-14.7%	5.6%	9.1%	-1.5%	0.2%	3.0%	9.4%	3.2%	-1.2%
COc1ccc(OC)c(S(=O)(=O)n2c([N+](=O)[O-])cnc2C)c1	4.5%	3.9%	4.0%	1.6%	-0.3%	3.2%	-32.2%[20 µM]	-11.6%	11.4%
COC(=O)c1ccc2nc(C)c(C)nc2c1	2.9%	16.7%	1.8%	-1.8%	-0.1%	2.3%	-28.5%	-2.5%	2.4%
COc1cccc(CNC(=O)CCS(=O)(=O)c2ccc3c(c2)CC(C)N3C(=O)C2CC2)c1 (stereo not drawn)	22.4%	-10.3%	-3.4%	-1.9%	u	8.3%	-22.1%	-17.7%	9.2%
CCOc1ccccc1NC(=O)Cn1c(=O)n(CCC(=O)NC2CCCC2)c(=O)c2ccccc21	18.5%	-9.1%	-6.7%	0.8%	-0.1%	0.2%	8.0%	4.8%	10.3%
O=C(/C=C/c1cccc(Cl)c1)c1nc2ccccc2[nH]1	-37.3%	26.9%	-2.9%	3.2%	22.9%	7.5%	33.8%	27.3%	0.5%
C=CCOC(=O)C1=C(C)OC(N)=C(C#N)C1c1ccoc1 (stereo not drawn)	-13.5%	6.7%	-2.6%	20.9%	-0.2%	9.7%	-2.3%	-7.1%	13.9%
CCC1Oc2ccccc2N(CC(=O)NCc2ccco2)C1=O (stereo not drawn)	14.4%	10.0%	-2.3%	-0.2%	0.4%	3.5%	14.9%	-26.3%	-2.1%
FC(F)(F)c1ccc(CN2CCCCCC2)cc1	8.4%	0.2%	-21.2%	2.7%	-0.1%	16.1%	-33.0%	-3.7%	4.8%

(more compounds)
smiles	HEK293 NOD2/NF-kB	GPR55 LPI antagonism	KOR beta-arrestin-1	HIV fusion peptide	GPR55 activation	MgcRacGAP inhibition	KOR beta-arrestin-2	NOD1 inhibition	SV40 large T antigen
CCOC(=O)C1CCN(C(=O)c2cccc(Cl)c2)CC1	3.6%	-1.7%	2.1%	-1.6%	0.3%	6.2%	-3.3%	-20.5%	-1.0%
Cc1ccccc1NS(=O)(=O)c1cc(C(=O)NCc2ccncc2)ccc1Cl	-3.4%	11.2%	-5.5%	-1.2%	-0.1%	6.0%	4.2%	11.0%	-0.2%
O=C1Cc2ccccc2C(=O)N1Cc1ccccc1	6.6%	3.5%	-8.2%	5.7%	-0.1%	6.2%	-3.0%	-0.4%	11.0%
CCOC(=O)c1sc(NC(=O)/C=C/c2ccccc2)nc1C	-16.0%	-7.0%	1.5%	2.8%	0.7%	9.0%	14.5%	-30.7%	-6.9%

This is a subset; rates above refer to the full screens.
